HSP90 inh: inhibitors of HSP90 luciferase refolding in rabbit reticulocyte lysate | luciferase refolding luminescence, 3 h | inhibition, % at 5.6 µM | actives 0.91% (n = 290,000) | AID 1789;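 active means inhibition above the screen-wide mean plus 3 SD, computed separately per campaign, cut at about 16% in these data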;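 further: 0% = DMSO wells and 100% = 60 µM geldanamycin wells; inhibitors lower the luminescence because luciferase stays unfolded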
AI-2 QS mod: Vibrio harveyi AI-2 quorum sensing modulation. actives 0.4% (n = 300,000). activity change, % at 7.5 µM. AID 2094. Vibrio harveyi JMH597 AI-2 luminescence/OD600 ratio, 9 h; hits give low values; strain lacks LuxN and CqsS sensors; 0 = neutral-control median; in the data active means activity change below about -75%, passing the limit was not always enough; inconclusive means no clear call, values can overlap the other calls;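 further: luminescence divided by OD600 gain over 9 h not by final OD600 alone; inactives centre near 13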
KLF5 inhibitor: suppresses KLF5 promoter-driven expression; DLD-1 KLF5 promoter-luciferase reporter, luminescence; inhibition, % at 5 µM; actives 0.23% (n = 290,000);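 active means inhibition above a per-plate limit of that plate's mean compound inhibition plus 3 SD, cut at about 60% in these data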;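 further: 0% = DMSO wells and 100% = LY294002 at 200 µM; higher means less KLF5 promoter-driven luciferase light; inactives centre near -14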
PolyA inh: yeast polyadenylation inhibition. actives 0.02% (n = 300,000). calls only at 12 µM. S. cerevisiae SKY197-pL101 polyadenylation reporter, beta-gal luminescence; efflux-impaired pdr1/pdr3 knockout yeast; score 100 = 6 SD above DMSO;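 active means lowest replicate activity score at least 50, where 100 means six control SD above control mean; inconclusive means lowest score under 50 but half or more replicates reach 50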;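 further: yeast exposed to compound for 9 h at 30 °C; higher score means more reporter readthrough which indicates perturbed polyadenylation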
HSF1 inhib: HSF1 inhibition; NIH3T3-HGL HSE-luciferase, MG132-induced, luminescence 8 h; hits give low values; actives 0.77% (n = 300,000); AID 2098; activity change, negative = inhibition, % at 7.5 µM (by protocol);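 active means more than half of replicate wells show activity change below -50%, luminescence cut by over half; inconclusive means some wells, but at most half, below -50%; inactive means no replicate well below -50%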;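 further: luciferase reports HSF-1 transcriptional activity via heat shock element; 0% = median of DMSO wells and -100% = zero luminescence signal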
GSK3beta inhib: human GSK3beta kinase inhibition | actives 0.038% (n = 300,000) | P49841 | GST-GSK3beta kinase, ADP-Glo luminescence, 60 min; hits give low values | activity score (negative = inhibition), % at 10 µM | AID 2097;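 active means more than half of replicate wells score below -50%, meaning over 50% inhibition versus plate controls; inconclusive means some replicates but at most half score below -50%; inactive means no replicate scores below -50%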;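 further: 0% = median DMSO wells and -100% = median GW8510 positive control wells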
Target sequence (P49841 whole entry, looked up): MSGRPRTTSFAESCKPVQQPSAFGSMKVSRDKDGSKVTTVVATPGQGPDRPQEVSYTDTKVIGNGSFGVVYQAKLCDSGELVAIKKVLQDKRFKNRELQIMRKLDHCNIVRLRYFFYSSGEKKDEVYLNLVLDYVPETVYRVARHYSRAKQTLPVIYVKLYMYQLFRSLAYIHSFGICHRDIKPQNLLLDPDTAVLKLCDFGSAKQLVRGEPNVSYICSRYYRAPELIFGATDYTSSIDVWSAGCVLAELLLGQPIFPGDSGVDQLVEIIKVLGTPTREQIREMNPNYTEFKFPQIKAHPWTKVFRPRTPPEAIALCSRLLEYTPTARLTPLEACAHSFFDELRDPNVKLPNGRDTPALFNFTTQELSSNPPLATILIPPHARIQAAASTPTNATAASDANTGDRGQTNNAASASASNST
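Assay system: GST-fused GSK3beta enzyme, cell-free / Medium: Tris pH 7.5 buffer with MgCl2, DTT, BSA, heparin / Also added: peptide substrate plus 25 µM ATP (final) / Compound: 10 µM single point / Timing: kinase reaction with compound 60 min at room temperature / Detection: ADP-Glo luminescence / Benchmarks: DMSO neutral wells and GW8510 at 20 µM as positive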
aSyn 5UTR inh: 5' untranslated region of α-synuclein, MLPCN primary screen. inhibition, % (tested at 7.5 µM). alpha-synuclein 5'UTR reporter, inhibitor activity. actives 0.82% (n = 300,000); in the data active means inhibition above about 60%; inconclusive means no clear call, values can overlap the other calls;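 further: H4 neuroglioblastoma cells stably carrying SNCA 5'UTR luciferase fusion; 0% = DMSO wells and 100% = positive control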
GSK3A inh: human GSK-3 alpha kinase inhibition. inhibition, % at 10 µM. ADP-Glo luminescence, 60 min. actives 0.1% (n = 320,000). AID 2650;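 in the data active means inhibition above about 50%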;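 further: GST-tagged GSK-3 alpha with peptide substrate and 25 µM ATP; 0% = DMSO neutral wells and 100% = GW8510 positive control wells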
Target sequence (P49840 whole entry, looked up): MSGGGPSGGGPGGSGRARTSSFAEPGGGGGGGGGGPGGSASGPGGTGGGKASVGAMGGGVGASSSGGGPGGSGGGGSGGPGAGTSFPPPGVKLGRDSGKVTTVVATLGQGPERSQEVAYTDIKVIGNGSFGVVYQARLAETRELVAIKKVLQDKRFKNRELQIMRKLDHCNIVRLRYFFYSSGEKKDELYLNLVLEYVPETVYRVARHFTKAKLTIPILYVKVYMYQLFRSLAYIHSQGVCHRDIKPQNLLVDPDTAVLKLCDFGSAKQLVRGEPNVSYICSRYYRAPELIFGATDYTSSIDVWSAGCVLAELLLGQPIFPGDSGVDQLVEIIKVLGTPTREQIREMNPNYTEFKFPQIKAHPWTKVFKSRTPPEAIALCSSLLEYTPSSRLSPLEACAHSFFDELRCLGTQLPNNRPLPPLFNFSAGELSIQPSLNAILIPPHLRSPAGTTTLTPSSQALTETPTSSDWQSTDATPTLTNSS
IEC-6 cytotox: counter-screen for KLF5 inhibitors: cytotoxicity in IEC-6 cells; IEC-6 cytotoxicity, luminescence viability; inhibition, % at 5 µM; actives 0.78% (n = 290,000); in the data active means inhibition above about 22%;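 further: 0% = plate median of test compound wells and 100% = cytotoxic reference compound wells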
HSF-1 act: increases HSF-1 driven luciferase reporter signal; actives 1.7% (n = 300,000); activation, % at 9 µM; NIH3T3-HGL HSF-1 luciferase reporter, MG132, 8 h; 100% = twice DMSO control signal;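 active means mean replicate activation of at least 50% with a set share of replicates each reaching 50%; inconclusive means only one of those two conditions met; inactive means mean below 50% and too few replicates reaching it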;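 further: 0% = median of the neutral control wells and 100% = twice that signal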
The depositor's hits bear a star; i = inactive; ? = inconclusive; nt = not tested or not shown. Only part of the results is shown; count on the stated rates, not on these rows.

Start of the data: the first two records, ahead of the listing:
Results follow in this order: GSK3A inh, AI-2 QS mod, KLF5 inhibitor, IEC-6 cytotox, PolyA inh, HSF-1 act, aSyn 5UTR inh, HSF1 inhib, GSK3beta inhib, HSP90 inh
- Cc1ccc(S(=O)(=O)NC2c3cccc4cccc(c34)C2Sc2nncn2C)cc1 (stereo unspecified)
    0, 0, 1, 2, i, 67*, 9, 19, 1, -1
- CC(=O)N1CCC2(CC1)C(C#N)=C(N)Oc1c2sc2nc(C)cc(C)c12
    3, 13, 19, 4, i, 20, -1, 6, -4, -2

This part in full (from the top)
Results follow in this order: GSK3A inh, AI-2 QS mod, KLF5 inhibitor, IEC-6 cytotox, PolyA inh, HSF-1 act, aSyn 5UTR inh, HSF1 inhib, GSK3beta inhib, HSP90 inh
- Cc1ccc(S(=O)(=O)NC2c3cccc4cccc(c34)C2Sc2nncn2C)cc1 (stereo unspecified)
    0, 0, 1, 2, i, 67*, 9, 19, 1, -1
- CC(=O)N1CCC2(CC1)C(C#N)=C(N)Oc1c2sc2nc(C)cc(C)c12
    3, 13, 19, 4, i, 20, -1, 6, -4, -2
- CCC(=O)c1ccc(OCC(O)CN2CCOCC2)cc1 (stereo unspecified)
    -1, 21, -22, -3, i, 0, -12, -2, -1, -3
- COc1ccc(C2CC(C(F)(F)F)n3ncc(C(=O)O)c3N2)cc1OC (stereo unspecified)
    0, 19, -32, -1, i, -8, 13, -13, -3, -1
- Cc1ccc(-n2nc(C(=O)O)cc2-c2ccccc2)cc1
    -6, 17, 0, 0, i, -2, -18, 6, 3, -2
- O=C(CS(=O)(=O)c1ccc(F)cc1)Nc1nnc(-c2ccccc2Cl)o1
    -1, 24, nt, nt, i, -11, -2, 0, -1, nt
- CCN1CCN(C(=O)CN2C(=O)COc3ccc(C)cc32)CC1
    -6, 28, -13, 2, nt, 31, 16, 4, -2, -3
- COc1ccc(NC(=O)c2cnc(NS(=O)(=O)c3ccccc3)nc2)cc1
    -1, 25, -21, 4, i, -1, 1, -5, 1, 4
- C#CCN1C(=O)S/C(=C\c2cc3c(cc2OC)OCO3)C1=O
    -1, -1, -29, 2, i, -7, -2, 4, 3, -2
- COc1ccc(NS(=O)(=O)c2ccc(N3CCCC3)c(NC(=S)Nc3cccc(S(=O)(=O)N(C)C)c3)c2)cc1
    7, 7, -5, -7, i, 3, -12, -7, 5, 3
- C/C(=N/NS(=O)(=O)c1cccc([N+](=O)[O-])c1)c1ccncc1
    0, 27, -9, 1, i, -5, 0, 1, 1, 2
- O=C(Cc1cccs1)NCc1ccc(Cl)cc1Cl
    3, 44, -94, 3, i, 47, -155, 36, 1, 5
- O=S(=O)(NCCN1CCCC1)c1ccc(Cl)cc1
    -1, 18, -34, -2, nt, -17, -4, -6, -4, 4
- Cc1nn(-c2cccc(C(=O)O)c2)c(C)c1[N+](=O)[O-]
    -3, 16, -4, 5, i, -8, 35, -1, -1, -2
- CCC(C(=O)Nc1ccc(C(=O)Nc2ccccc2C(=O)O)cc1)c1ccccc1 (stereo unspecified)
    nt, 20, -30, 2, i, 1, -12, -4, 9, -3
- COc1ccc(/C=C/C(=O)Oc2ccc(/C=N/NC(=O)COc3c(C)cccc3C)cc2)cc1
    1, 8, -15, 3, i, -59, 26, ?, -1, -2
- CCCCS(=O)(=O)N1CCCC(C(=O)NCC2CCCO2)C1 (stereo unspecified)
    nt, 5, -50, 3, i, -15, -1, -11, -20, -3
- CCOc1ccc(C(=O)Nc2cc(OC)ccc2OC)cc1
    -1, 8, -26, 3, i, 36, -89, -1, 0, 3
- CCCCCCc1ccc(N2C[C@H](CCCCC)[C@@H](CC(=O)NCc3ccc(OC)cc3)C2=O)cc1
    2, 20, -4, -2, i, 6, 11, -4, 0, 1
- Cc1cc(SCC(=O)OCC(=O)N2CCCC2=O)c(C)cc1Br
    -3, 19, nt, nt, i, -1, 9, -5, 1, nt
- Cc1ccc(Cl)cc1NC(=O)Cn1cc(C(F)(F)F)cc(Cl)c1=O
    -3, 25, -20, 3, i, 7, -2, 2, -1, -5
- CCc1nnc(NC(=O)CSc2nc(-c3ccc(OC)cc3)ns2)s1
    1, 11, -36, -2, nt, 1, -84, -11, -2, 9
- CCCNNC(=O)C(O)(c1ccccc1)c1ccccc1
    3, 28, -2, -1, i, -8, 23, 2, 2, -1
- O=C(c1nn2c(C(F)(F)F)cc(-c3ccc(F)cc3)nc2c1Cl)N1CCOCC1
    0, 17, -4, -2, i, -17, -1, -10, 0, 3
- Cc1ccc(S(=O)(=O)N2CCC(C(=O)Nc3ccccc3N3CCCC3)CC2)c(C)c1
    0, 18, nt, nt, i, 30, -6, 6, -2, nt
- NC(N)=Nc1nc2cc([N+](=O)[O-])ccc2o1
    -1, -7, -20, -17, i, -3, -17, 4, -1, -4
- COc1ccc(C(=O)O/N=C2\CCCc3nonc32)cc1
    -1, -6, -12, 3, i, 18, -6, -2, -9, -1
- O=C(Nc1ccc(S(=O)(=O)N2CCCC2)cc1)c1cccnc1
    1, 19, -9, 3, i, -4, -12, -13, 1, 1
- O=C(CN1CCN(c2ccc(Cl)cc2[N+](=O)[O-])CC1)N1CCOCC1
    -1, 11, -27, -3, i, 13, -5, 0, -3, -5
- COc1ccc2cc(C(=O)N3CCN(C)CC3)[nH]c2c1
    -1, 26, -80, -4, i, 6, -154, 7, 2, 0
- CCCNC(=O)COc1ccc(-c2nn(C)c(=O)c3ccccc23)cc1
    8, 21, -21, 7, i, 5, 6, -6, 2, -2
- COC(=O)[C@@H](NC(=O)N1CCC(Cc2ccccc2)CC1)C(C)C
    -1, 31, -36, -5, i, 3, -12, -6, 0, -1
- CCCC(=O)OC1CCS(=O)(=O)c2sccc21 (stereo unspecified)
    0, 55, 15, 1, i, -6, -7, -3, 0, 0
- CC(=O)C1=C(C)Nc2ncnn2C1c1ccc(F)cc1 (stereo unspecified)
    -1, 5, -61, -5, i, -6, 3, -2, 2, -4
- COc1ccccc1NS(=O)(=O)c1cc(N)ccc1N1CCCCC1
    -2, 24, 8, 0, i, -11, -9, 6, -1, 3
- COc1cc(OC)c(NC(=O)CCNS(=O)(=O)c2ccc3c(c2)oc(=O)n3C)cc1Cl
    0, 22, 2, -6, i, 11, 1, 3, 1, -3
- CCN1CCN(c2cc(C)c3cc(NC(=S)N4CCN(c5ccc(F)cc5)CC4)ccc3n2)CC1
    -1, 21, -30, -3, i, 2, -3, -2, 2, 1
- COc1ccc(CCNCCC(=O)Nc2c(C)cc(C)cc2C)cc1OC
    -5, 12, 9, 4, i, 5, 0, -9, 3, 1
- CCCNC(=O)OCC12CC3CC(CC(C3)C1)C2
    -3, 23, -37, 4, i, 18, -15, -3, 1, -2
- CCCC(=O)NCc1nc2ccccc2n1CC(=O)c1ccccc1
    2, 3, 32, 9, i, -16, -12, -3, -4, 3
- Cc1ccc(C)c(OCC(=O)NCC(C)C)c1C
    2, 6, -8, -9, i, -19, 9, 5, 2, -4
- O=C1CCN(CCc2ccccc2)CCN1[C@H](CO)c1ccccc1
    -2, 4, -29, 4, i, 1, 16, 0, -3, 3
- Cc1nnc(SCC(=O)NCCN2C(=O)CSC2=O)n1-c1ccccc1
    -2, 43, -11, 3, i, -7, 11, -5, 1, 1
- C=C(C)Cn1c(=O)c2c(nc3n2CC(C)CN3Cc2ccccc2)n(C)c1=O (stereo unspecified)
    -2, -4, -9, 7, i, -5, 19, -5, 3, 4
- Cc1ccc(S(=O)(=O)N2CCC(=O)N(C(COC(=O)Nc3ccccc3)Cc3ccccc3)CC2)cc1 (stereo unspecified)
    -1, -1, 9, -9, i, 17, -2, 5, 0, -1

Grouped by structure, the entries above containing an aryl thioether with sulfur outside any ring.
Results follow in this order: GSK3A inh, AI-2 QS mod, KLF5 inhibitor, IEC-6 cytotox, PolyA inh, HSF-1 act, aSyn 5UTR inh, HSF1 inhib, GSK3beta inhib, HSP90 inh
- Cc1ccc(S(=O)(=O)NC2c3cccc4cccc(c34)C2Sc2nncn2C)cc1 (stereo unspecified)
    0, 0, 1, 2, i, 67*, 9, 19, 1, -1
- Cc1cc(SCC(=O)OCC(=O)N2CCCC2=O)c(C)cc1Br
    -3, 19, nt, nt, i, -1, 9, -5, 1, nt
- CCc1nnc(NC(=O)CSc2nc(-c3ccc(OC)cc3)ns2)s1
    1, 11, -36, -2, nt, 1, -84, -11, -2, 9
- Cc1nnc(SCC(=O)NCCN2C(=O)CSC2=O)n1-c1ccccc1
    -2, 43, -11, 3, i, -7, 11, -5, 1, 1

Additional structures follow.
Results follow in this order: GSK3A inh, AI-2 QS mod, KLF5 inhibitor, IEC-6 cytotox, PolyA inh, HSF-1 act, aSyn 5UTR inh, HSF1 inhib, GSK3beta inhib, HSP90 inh
- CC(=O)NC(Cc1ccc(F)cc1)C(=O)NC1CCN(c2nnnn2-c2ccccc2)CC1 (stereo unspecified)
    -1, 6, -28, 3, i, -3, 4, -9, 4, 2
- CC1(C)CC(=O)C2=C(C1)Nc1ccccc1NC2c1nc2ccccc2[nH]1 (stereo unspecified)
    -3, 0, -43, 11, i, 14, 6, -5, 2, 3
- CCCn1c(N)c(C(=O)COC(=O)CCNS(=O)(=O)c2ccccc2F)c(=O)[nH]c1=O
    7, 27, nt, nt, i, -24, -5, -15, 7, nt
- Cc1ccc(NC(=O)CCCC(=O)O)c(Br)c1
    -1, nt, 14, 2, nt, nt, nt, nt, nt, 0
- COc1ccc(CN2CCN(CCCc3ccccc3)C(CCO)C2)c(O)c1 (stereo unspecified)
    1, 11, -15, -2, i, -28, -2, -12, 0, 7
- O=C(Nc1nccs1)c1cc(-c2ccncc2)nc2ccccc12
    1, 16, -8, 5, i, -16, -67, -7, -4, -9
- Cc1cccc(N/C=C(\[N+](=O)[O-])S(=O)(=O)c2ccccc2)c1C
    -1, 3, -11, -1, i, -8, 1, -1, -3, -2
- COC(=O)c1cccc(NC(=O)c2cccnc2C(=O)O)c1C
    0, 11, 5, -5, nt, 14, 5, 0, 1, -1
- O=C(NC(c1ccccc1)c1ccccc1)N1CCN(CCO)CC1
    4, 18, 23, -3, i, 3, -18, -5, 1, 1
- CCOC(=O)c1ccc(NC(=O)Nc2ncccc2C)cc1
    -2, 9, -40, 2, i, 18, -102, 13, 0, 1
- COc1ccc(S(=O)(=O)Nc2ccc(N(C)C(C)=O)cc2)cc1
    -1, 20, -4, -4, i, -4, -2, -13, 4, 1
- C(=C\c1ccccc1)/CN1CCN(Cc2ccc3c(c2)OCCO3)CC1
    nt, 25, 25, 4, i, 8, -2, 14, 1, 2
- Fc1ccc(CNCCC(Cc2ccccc2)c2ccco2)cc1 (stereo unspecified)
    4, 18, 7, 8, i, 14, -12, 8, 0, 2
- COc1ccccc1NC(=O)Nc1cccc(C(=O)O)c1
    0, 23, -26, -2, i, 6, -5, -7, 3, 2
